High-throughput results from PubChem BioAssay.
Tau fibril ThT = inhibitors of human tau fibril formation, thioflavin T binding; recombinant tau K18 P301L (four-repeat tau fragment), heparin-induced fibrillization, ThT fluorescence; 2.1% of 270,000 active; AID 1460; Potency, µM (titrated, usually from 57.4 µM), without a hit: at the highest dose activity, negative = inhibition, most hits filed as inhibitors; P10636; note: nearly all actives have a fitted effect of over 55% in size
Target sequence (P10636 561-689 P618L limits assumed): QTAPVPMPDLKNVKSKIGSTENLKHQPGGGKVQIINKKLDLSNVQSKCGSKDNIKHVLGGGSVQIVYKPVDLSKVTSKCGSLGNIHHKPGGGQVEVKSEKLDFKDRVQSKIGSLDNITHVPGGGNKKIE
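Heparin-induced (20 uM) aggregation of recombinant human K18 P301L tau, 15 uM unlabeled with 0.24 uM labeled, pH 7 acetate buffer, 6 hr at 37 C with compound. Fibrils quantified by 30 uM ThT fluorescence after 1 hr ambient incubation.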
L3MBTL1 block = L3MBTL1 (human) inhibition | AlphaScreen L3MBTL1–H3K9me1 peptide binding | Q9Y468 | Potency, µM (series often up to 57.1 µM), inactives show at the highest dose activity, negative = inhibition, most hits filed as inhibitors | 0.66% of 230,000 active; note: nearly all actives have a fitted effect of over 60% in size
Target sequence (Q9Y468 whole entry, looked up): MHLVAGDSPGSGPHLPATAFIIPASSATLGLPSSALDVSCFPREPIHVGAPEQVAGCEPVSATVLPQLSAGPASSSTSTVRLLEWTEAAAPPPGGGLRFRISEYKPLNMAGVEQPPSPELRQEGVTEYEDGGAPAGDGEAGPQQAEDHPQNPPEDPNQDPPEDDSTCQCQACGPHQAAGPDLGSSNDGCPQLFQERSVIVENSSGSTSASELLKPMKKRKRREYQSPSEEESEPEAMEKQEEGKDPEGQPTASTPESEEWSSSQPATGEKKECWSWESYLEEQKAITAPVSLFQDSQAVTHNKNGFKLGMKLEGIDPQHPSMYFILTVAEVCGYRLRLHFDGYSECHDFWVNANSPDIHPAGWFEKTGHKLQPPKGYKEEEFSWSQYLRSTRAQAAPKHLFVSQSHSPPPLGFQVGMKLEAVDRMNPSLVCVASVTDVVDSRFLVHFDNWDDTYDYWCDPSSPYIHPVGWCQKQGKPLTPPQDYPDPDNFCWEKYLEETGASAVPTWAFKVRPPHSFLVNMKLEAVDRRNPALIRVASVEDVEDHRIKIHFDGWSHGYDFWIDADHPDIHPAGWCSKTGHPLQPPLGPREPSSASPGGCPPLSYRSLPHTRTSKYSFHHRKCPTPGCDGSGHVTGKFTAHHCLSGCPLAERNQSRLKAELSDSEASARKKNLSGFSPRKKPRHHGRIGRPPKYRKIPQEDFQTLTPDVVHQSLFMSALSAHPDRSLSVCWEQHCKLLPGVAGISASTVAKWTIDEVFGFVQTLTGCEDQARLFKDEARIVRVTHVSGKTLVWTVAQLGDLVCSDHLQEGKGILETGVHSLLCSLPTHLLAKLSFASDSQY
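Read-out is AlphaScreen signal from streptavidin donor and nickel chelate acceptor beads (10 ug/mL final each) bridging L3MBTL1 (50 nM) and biotinylated K9-monomethylated H3(1-15) peptide (75 nM), after 30 min compound exposure at room temperature.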
RECQ1 helicase = inhibitors of human RECQ1 DNA helicase. AID 2549. P46063. RECQ1 DNA unwinding, red fluorescence kinetic read. 0.54% of 240,000 active. Potency, µM (top dose mostly 57.3 µM), for the others: top-dose activity, negative = inhibition, actives largely listed as inhibitors;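 note: plate controls were vehicle for no effect and no enzyme for full effect; nearly all actives have a fitted effect of over 30% in size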
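50 nM RECQ1T1 preincubated 15 min with compound in Tris pH 8.0 buffer with MgCl2, DTT, Tween-20 and 2.5 ug/ml poly(dI-dC); started with 200 nM TAMRA/BHQ-2 forked duplex and 2 mM ATP. Unwinding read as fluorescence (525/598 nm), two reads 2 h apart.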
TRb-SRC2 inh = inhibitors of human thyroid hormone receptor beta-SRC2 interaction. 0.065% of 280,000 active. P10828. Potency, µM (doses to about 106 µM), for the others: at the top dose activity change, negative = inhibition, hits mostly inhibitors. TRbeta-SRC2 peptide binding, fluorescence polarization; receptor liganded with 1 µM T3;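 note: plate controls were bound peptide for no effect and peptide without receptor for full effect; nearly all actives have a fitted effect of over 50% in size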
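Compounds were added to 0.6 uM TRb ligand-binding domain and 20 nM Texas Red-labeled SRC2 peptide in Tris buffer containing 1 uM T3, incubated 5 hr at ambient temperature, then read by fluorescence polarization.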
TR SRC2 fluor cs = alters Texas Red total fluorescence, flagging assay interference; TRb/SRC2 Texas Red total fluorescence interference; Potency, µM (doses to about 106 µM), for the others: at the highest dose fluorescence change, negative = quenching; 0.29% of 280,000 active; active = well fitted curve in either direction with a large enough effect; inconclusive = small, poorly fitted or top-dose-only effect
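Flags fluorescent or light-absorbing compounds by total fluorescence, S + 2P, at 555 nm excitation and 632 nm emission. Mixture: 20 nM Texas Red SRC2 peptide, 0.6 uM human TRb LBD, 1 uM T3, 5% DMSO; compound exposure 5 h at ambient temperature.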
Tau FP inhib = blocks human tau fibril formation measured by polarization; P10636; K18 P301L tau heparin fibrillization, Alexa594 FP, 6 h; Potency, µM (highest dose often 57.7 µM), without a hit: at the top dose activity, negative = inhibition, most hits filed as inhibitors; 0.39% of 280,000 active; AID 1468; note: nearly all actives have a fitted effect of over 55% in size
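Human K18 P301L fragment (15 uM unlabeled plus 0.24 uM Alexa 594-labeled) in 100 mM sodium acetate pH 7 with compound, aggregation induced by 20 uM heparin for 6 hr at 37 C. ThT (30 uM) added for 1 hr, then Alexa 594 FP read.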
JMJD2E inh = JMJD2E (human) inhibition | B2RXH2 | JMJD2E catalytic domain, FDH-coupled NADH fluorescence (FDH is formaldehyde dehydrogenase) | Potency, µM (series often up to 57.1 µM), inactives show top-dose activity change, negative = inhibition, hits mostly inhibitors | 1.6% of 230,000 active | AID 2147; active = well fitted inhibition curve with a large enough effect, not every such curve was filed as active; inconclusive = small, poorly fitted or top-dose-only effect, or another doubt; inactive = no such curve, though single readings can be large or run the other way;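 note: 0% = wells with enzyme and -100% = buffer wells without enzyme; nearly all actives have a fitted effect of over 50% in size; many of its hits are not listed in these tables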
GoLoco inh red = RGS12 GoLoco-Gai1 interaction inhibition. 0.44% of 230,000 active. AID 880. Gai1:RGS12 GoLoco peptide FP, rhodamine, 10 min. Potency, µM (series often up to 61.6 µM), for inactives: at the top dose activity, negative = inhibition, hits mostly inhibitors. P63096; active = well fitted inhibition curve with a large enough effect, not every such curve was filed as active; inactive = no such curve, though single readings can be large or run the other way; note: nearly all actives have a fitted effect of over 30% in size; many of its hits are not listed in these tables
Active calls of the source: *; [ ] = another dose, or the depositor's remark. Unless noted, calls come from the whole dose curve; as a rule, active = well fitted curve in the direction sought with a large enough effect; inconclusive = small, poorly fitted or top-dose-only effect, or another doubt; inactive = no such curve, though single readings can be large; an effect the other way counts as inactive or inconclusive. Unless noted, % is set by controls: 0 for no effect and ±100 for the full control effect; potency is the fitted concentration of half-maximal effect. Only part of the results is shown; the hit share may differ from the screen's.

How did CC1SCC(=NOCc2c(Cl)cccc2Cl)CS1 (stereo not given) do in these assays?
Tau fibril ThT: -9%; L3MBTL1 block: 3%; RECQ1 helicase: -2%; TRb-SRC2 inh: -6%; TR SRC2 fluor cs: 3%; Tau FP inhib: -2%; JMJD2E inh: 2%; GoLoco inh red: 1%

How did O=S(=O)(NCC(c1ccccc1)N1CCNCC1)c1ccc(Cl)cc1 (stereo not given) do in these assays?
Tau fibril ThT: -7%; L3MBTL1 block: -3%; RECQ1 helicase: 3%; TRb-SRC2 inh: -1%; TR SRC2 fluor cs: -5%; Tau FP inhib: -2%; JMJD2E inh: 17%; GoLoco inh red: -4%

How did Cc1ccc(Sc2c(C)nn(C(=O)CNS(=O)(=O)c3ccc(F)cc3)c2C)cc1 do in these assays?
Tau fibril ThT: -11%; L3MBTL1 block: 5%; RECQ1 helicase: -9%; TRb-SRC2 inh: -9%; TR SRC2 fluor cs: -1%; Tau FP inhib: -9%; JMJD2E inh: 11%; GoLoco inh red: -7%

What do the screens show for `Cc1cc(C)c(/C=C/c2onc(C)c2S(=O)(=O)N2CCC(C(=O)N3CCN(c4ccc(Cl)cc4)CC3)CC2)c(C)c1`?
Tau fibril ThT: -4%; TRb-SRC2 inh: -5%; TR SRC2 fluor cs: -1%; Tau FP inhib: 2%

What do the screens show for `Cc1cc(C)n(-c2nc3ccccc3c(=O)n2OCc2ccc(F)cc2)n1`?
Tau fibril ThT: -7%; L3MBTL1 block: 36%[activator]; RECQ1 helicase: inactive; TRb-SRC2 inh: -21%; TR SRC2 fluor cs: 1%; Tau FP inhib: -3%; JMJD2E inh: -5%

What do the screens show for `CC(C)NC(=S)NNC(=O)C12CC3CC(CC(C3)C1)C2`?
Tau fibril ThT: -4%; RECQ1 helicase: 1%; TRb-SRC2 inh: 8%; TR SRC2 fluor cs: 1%; Tau FP inhib: 1%; JMJD2E inh: 0%; GoLoco inh red: -16%

How did CCOc1cc(C(=O)OCc2ccc(C(=O)OC)o2)cc(Br)c1OC do in these assays?
Tau fibril ThT: inconclusive; L3MBTL1 block: 30%[activator]; RECQ1 helicase: -4%; TRb-SRC2 inh: -5%; TR SRC2 fluor cs: 1%; Tau FP inhib: -13%; JMJD2E inh: -5%; GoLoco inh red: 2%

Results for O=C(c1cc2ncccn2n1)N1CCc2c([nH]c3ccccc23)C1c1ccccc1F (stereo not given) ?
Tau fibril ThT: -11%; L3MBTL1 block: -7%; RECQ1 helicase: inactive; TRb-SRC2 inh: -6%; TR SRC2 fluor cs: -4%; Tau FP inhib: -3%[2.34 µM]; JMJD2E inh: -8%; GoLoco inh red: 14%

What do the screens show for `COc1cc(O)cc(/C=C/c2ccccc2)c1`?
Tau fibril ThT: -8%; RECQ1 helicase: -10%; TRb-SRC2 inh: -3%; TR SRC2 fluor cs: -1%; Tau FP inhib: inconclusive; JMJD2E inh: inconclusive; GoLoco inh red: 4%

What do the screens show for `C=CCn1c(-c2ccc3[nH]c(C)c(C)c3c2)n[nH]c1=S`?
Tau fibril ThT: inconclusive; L3MBTL1 block: -8%; RECQ1 helicase: -4%; TRb-SRC2 inh: 0%; TR SRC2 fluor cs: -2%; Tau FP inhib: 1%; JMJD2E inh: inconclusive; GoLoco inh red: 9%

Results for CCC/C(=N\NC(=O)CNC(=O)c1ccc(Cl)cc1)c1ccccc1 ?
Tau fibril ThT: 4%; RECQ1 helicase: -2%; TRb-SRC2 inh: -3%; TR SRC2 fluor cs: 0%; Tau FP inhib: 1%; JMJD2E inh: 2%; GoLoco inh red: 3%

How did OCCN1CCN(C(=S)c2ccc(Br)cc2)CC1 do in these assays?
Tau fibril ThT: 2%; L3MBTL1 block: 0%; RECQ1 helicase: -6%; TRb-SRC2 inh: 4%; TR SRC2 fluor cs: 0%; Tau FP inhib: 7%; JMJD2E inh: 4%; GoLoco inh red: -1%

Results for COc1ccccc1-c1nc(-c2ccccc2)[nH]c(=O)c1C#N ?
Tau fibril ThT: 1%; L3MBTL1 block: -7%; RECQ1 helicase: -2%; TRb-SRC2 inh: 2%; TR SRC2 fluor cs: 0%; Tau FP inhib: 0%; JMJD2E inh: 2%; GoLoco inh red: 0%

What do the screens show for `COc1cccc(Nc2nc(-c3ccc4c(c3)OCCO4)cs2)c1`?
Tau fibril ThT: 7.1µM*; L3MBTL1 block: -2%; RECQ1 helicase: -9%; TRb-SRC2 inh: -1%; TR SRC2 fluor cs: -4%; Tau FP inhib: -8%; JMJD2E inh: -7%; GoLoco inh red: 13%

What do the screens show for `Cc1ccnc(NC(=O)c2cc(-n3cnnc3)ccc2Cl)c1`?
Tau fibril ThT: -1%; L3MBTL1 block: 11%; RECQ1 helicase: -10%; TRb-SRC2 inh: -2%; TR SRC2 fluor cs: -3%; Tau FP inhib: 0%; JMJD2E inh: -12%; GoLoco inh red: 9%

Results for COC(=O)c1ccc(C(NC(=O)OCc2ccccc2)/C(C)=C/[C@@H](C)C(=O)NCc2nn(-c3ccccc3)nc2C)cc1 (stereo not given in full) ?
Tau fibril ThT: -9%; RECQ1 helicase: -12%; TRb-SRC2 inh: 5%; TR SRC2 fluor cs: -5%; Tau FP inhib: 7%; JMJD2E inh: -25%; GoLoco inh red: -3%

Results for N/C(=N\OC(=O)c1ccc([N+](=O)[O-])cc1)c1cccnc1 ?
Tau fibril ThT: inconclusive; L3MBTL1 block: 2%; RECQ1 helicase: -1%; TRb-SRC2 inh: 0%; TR SRC2 fluor cs: -3%; Tau FP inhib: -3%; JMJD2E inh: 2%

How did CCCCN(CC)S(=O)(=O)c1ccc(C(=O)Nc2nnc(COC)o2)cc1 do in these assays?
Tau fibril ThT: -8%; L3MBTL1 block: 14%; RECQ1 helicase: inactive; TRb-SRC2 inh: -10%; TR SRC2 fluor cs: -3%; Tau FP inhib: -7%; JMJD2E inh: inconclusive; GoLoco inh red: -7%

Results for COc1ccccc1CC(=O)Nc1c[nH]c(=O)[nH]c1=O ?
Tau fibril ThT: -2%; L3MBTL1 block: 12%; RECQ1 helicase: -13%; TRb-SRC2 inh: -13%; TR SRC2 fluor cs: 4%; Tau FP inhib: -1%; JMJD2E inh: 3%; GoLoco inh red: 1%

How did CCOC(=O)N1CCN(c2cc(=O)n(-c3ccc(OC)cc3)c(=O)[nH]2)CC1 do in these assays?
Tau fibril ThT: -14%; L3MBTL1 block: 0%; RECQ1 helicase: inactive; TRb-SRC2 inh: 2%; TR SRC2 fluor cs: 0%; Tau FP inhib: 1%; JMJD2E inh: 4%; GoLoco inh red: -8%

What do the screens show for `CCOc1ccccc1Oc1coc2cc(OC)ccc2c1=O`?
Tau fibril ThT: -19%; L3MBTL1 block: -7%; RECQ1 helicase: -3%; TRb-SRC2 inh: -8%; TR SRC2 fluor cs: -5%; Tau FP inhib: 4%; JMJD2E inh: -4%; GoLoco inh red: 6%

Results for Cc1nc2ccsc2c(=O)n1-c1ccc(Cl)cc1 ?
Tau fibril ThT: -7%; L3MBTL1 block: 0%; RECQ1 helicase: 0%; TRb-SRC2 inh: 2%; TR SRC2 fluor cs: -5%; Tau FP inhib: -2%; JMJD2E inh: -1%; GoLoco inh red: 7%

Results for Cc1cccc(OCCC(=O)NCC(=O)Nc2cccc(C)c2C)c1 ?
Tau fibril ThT: 1%; L3MBTL1 block: 3%; RECQ1 helicase: inactive; TRb-SRC2 inh: 2%; TR SRC2 fluor cs: 0%; Tau FP inhib: 6%; JMJD2E inh: 1%; GoLoco inh red: -3%

What do the screens show for `CCOc1ccc(N2C(=O)CC(SC(=NC)Nc3ccc4c(c3)OCO4)C2=O)cc1` (stereo not given)?
Tau fibril ThT: 1%; RECQ1 helicase: 0%; TRb-SRC2 inh: -4%; TR SRC2 fluor cs: -1%; Tau FP inhib: -19%; JMJD2E inh: -4%; GoLoco inh red: -4%

What do the screens show for `Cc1csc2nc(COC(=O)c3ccc(NC(=O)c4ccccc4Br)cc3)cc(=O)n12`?
Tau fibril ThT: -6%; TRb-SRC2 inh: 4%; TR SRC2 fluor cs: 0%; Tau FP inhib: -7%

How did CCCC(=O)Nc1ccc(Cl)c(NC(=O)C(C)(C)C)c1 do in these assays?
Tau fibril ThT: -1%; RECQ1 helicase: inactive; TRb-SRC2 inh: -10%; TR SRC2 fluor cs: 1%; Tau FP inhib: 6%; JMJD2E inh: 4%; GoLoco inh red: 3%

Results for COc1ccccc1Nc1nc(N)nc(CSc2ncccn2)n1 ?
Tau fibril ThT: -2%; RECQ1 helicase: 0%; TRb-SRC2 inh: -7%; TR SRC2 fluor cs: 1%; Tau FP inhib: 6%; JMJD2E inh: -7%; GoLoco inh red: -3%

Part of the list above in order of molar mass, smallest number first:
What do the screens show for `CCOc1ccccc1Oc1coc2cc(OC)ccc2c1=O`?
Tau fibril ThT: -19%; L3MBTL1 block: -7%; RECQ1 helicase: -3%; TRb-SRC2 inh: -8%; TR SRC2 fluor cs: -5%; Tau FP inhib: 4%; JMJD2E inh: -4%; GoLoco inh red: 6%

What do the screens show for `COc1cccc(Nc2nc(-c3ccc4c(c3)OCCO4)cs2)c1`?
Tau fibril ThT: 7.1µM*; L3MBTL1 block: -2%; RECQ1 helicase: -9%; TRb-SRC2 inh: -1%; TR SRC2 fluor cs: -4%; Tau FP inhib: -8%; JMJD2E inh: -7%; GoLoco inh red: 13%

How did CCCCN(CC)S(=O)(=O)c1ccc(C(=O)Nc2nnc(COC)o2)cc1 do in these assays?
Tau fibril ThT: -8%; L3MBTL1 block: 14%; RECQ1 helicase: inactive; TRb-SRC2 inh: -10%; TR SRC2 fluor cs: -3%; Tau FP inhib: -7%; JMJD2E inh: inconclusive; GoLoco inh red: -7%

What do the screens show for `Cc1cc(C)c(/C=C/c2onc(C)c2S(=O)(=O)N2CCC(C(=O)N3CCN(c4ccc(Cl)cc4)CC3)CC2)c(C)c1`?
Tau fibril ThT: -4%; TRb-SRC2 inh: -5%; TR SRC2 fluor cs: -1%; Tau FP inhib: 2%
